# aSyn rescue – qHTS of alpha-syn Inhibitors; Yeast expressing alpha-synuclein, growth rescue, BacTiter-Glo, 24 h; Potency, µM (series often up to 46.1 µM), for inactives: top-dose growth rescue (activation), hits mostly activators; 0.14% of 370,000 active; AID 652106, 2013; also: potency is read from the fitted curve at half-maximal effect; % of control where 0% means no effect; nearly all actives have a fitted effect of over 65% in size
#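 Readout is rescue of growth in alpha-synuclein-expressing yeast, so inhibitors of toxicity appear as activators. Growth after 24 hr at 30 deg C in galactose medium is quantified by luminescence.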
# pAkt inh – HTS Assay for Inhibitors of Akt Phophorylation: Primary Screen; Neuro2A IGF-stimulated pAkt S473 HTRF, 20 min; stronger effect = lower value; 0.32% of 360,000 active; activity change, % for hits at 50 µM; in the data active = activity change below about -80%; inconclusive = mostly about -51% to -80%; also: % is scaled to controls: 0 for no effect and ±100 for the full control effect
#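 Neuro2A cells in DMEM with 0.5% FBS, overnight at 37 deg C, given compound at single 50 µM final, then IGF (6 nM final) for 20 min at 37 deg C. Lysed; phospho-Akt Ser473 by HTRF after 24 h, 665/615 ratio.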
# DRD3 antagonist – qHTS of D3 Dopamine Receptor Antagonist: qHTS | 2.5% of 360,000 active | D3R cells, DiscoveRx beta-arrestin luminescence, antagonist mode; stronger effect = lower value | max response, negative = inhibition, % | D(3) dopamine receptor (Homo sapiens), P35462; in the data active = max response below about -50%; inconclusive = no clear call, values can overlap the other calls; also: % is scaled to controls: 0 for no effect and ±100 for the full control effect; mostly tested at two doses, the higher about 12 µM
# Target sequence (P35462 whole entry, looked up): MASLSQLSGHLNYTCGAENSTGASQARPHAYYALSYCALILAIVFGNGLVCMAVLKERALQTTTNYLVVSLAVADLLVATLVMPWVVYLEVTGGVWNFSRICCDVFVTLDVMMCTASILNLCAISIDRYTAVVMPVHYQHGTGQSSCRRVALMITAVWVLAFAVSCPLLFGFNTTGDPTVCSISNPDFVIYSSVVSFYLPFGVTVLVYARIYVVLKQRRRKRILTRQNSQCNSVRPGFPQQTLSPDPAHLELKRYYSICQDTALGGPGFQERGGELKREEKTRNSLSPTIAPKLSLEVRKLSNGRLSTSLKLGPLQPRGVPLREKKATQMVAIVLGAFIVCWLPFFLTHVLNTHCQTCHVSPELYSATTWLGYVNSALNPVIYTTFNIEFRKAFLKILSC
#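 Cells expressing the human receptor were seeded at 1500 cells/well, incubated overnight at 37 degrees C in 5% CO2, then exposed to library compounds with dopamine controls for 90 minutes at 37 degrees C before luminescent detection.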
# FUS suppressor – qHTS for Suppressors of FUS Proteinopathy: Primary screen using FUS-linked yeast assay. 0.24% of 390,000 active. Potency, µM (series often up to 76.6 µM), without a hit: at the highest dose growth rescue (activation), hits mostly activators. S. cerevisiae FUS-expressing, growth rescue, OD600, 24 h;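 also: potency is read from the fitted curve at half-maximal effect; plate controls were DMSO vehicle for no effect and reference control for full effect; nearly all actives have a fitted effect of over 55% in size; some results filed as inactive show a strong effect at the top dose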
#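 S. cerevisiae expressing FUS from galactose induction served as the toxicity model. Growth after 24hr at 30C, read as absorbance at 600 nm, indicates suppression of toxicity; compounds dosed at several concentrations.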
# PTHR1 agonist – qHTS for PTHR1 Agonists: Primary Screen; HEK293 GP2 PTHR1 cells, GloSensor cAMP luminescence, 1 h; Potency, µM (top dose mostly 115 µM), for the others: at the highest dose activation, usual class: activators; 0.075% of 410,000 active; also: potency is read from the fitted curve at half-maximal effect; nearly all actives have a fitted effect of over 55% in size; some results filed as inactive show a strong effect at the top dose; inactives centre near -15; many of its hits are not listed in these tables
# Target sequence (Q03431 whole entry, looked up): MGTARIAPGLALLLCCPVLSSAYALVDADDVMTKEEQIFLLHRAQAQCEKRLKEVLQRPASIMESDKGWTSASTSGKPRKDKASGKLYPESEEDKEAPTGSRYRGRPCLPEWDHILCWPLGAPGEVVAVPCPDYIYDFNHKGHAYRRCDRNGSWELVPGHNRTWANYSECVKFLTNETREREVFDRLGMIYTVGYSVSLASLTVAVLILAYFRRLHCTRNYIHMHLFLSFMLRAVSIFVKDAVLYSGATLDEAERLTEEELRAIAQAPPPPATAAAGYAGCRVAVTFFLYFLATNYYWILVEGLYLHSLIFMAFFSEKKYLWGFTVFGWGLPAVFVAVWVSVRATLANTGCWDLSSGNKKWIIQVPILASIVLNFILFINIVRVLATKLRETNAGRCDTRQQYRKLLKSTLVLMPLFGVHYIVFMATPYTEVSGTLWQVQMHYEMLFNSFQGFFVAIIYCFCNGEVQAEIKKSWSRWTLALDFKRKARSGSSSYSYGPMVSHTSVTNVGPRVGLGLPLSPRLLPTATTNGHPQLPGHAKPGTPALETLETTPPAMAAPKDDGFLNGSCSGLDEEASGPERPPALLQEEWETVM
#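 HEK-293-derived GP2 cells expressing PTHR1 and a GloSensor cAMP reporter, 3,000/well, plated overnight, given luciferin plus IBMX (each 0.5 mM as added) for 1 h at 37 °C, then compound for 1 h at 37 °C. Luminescence was read after 15 min at room temperature.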
# Abeta rescue – qHTS for compounds that reverse cellular toxicity of Amyloid beta (A-beta) peptide in yeast: Primary Screen; yeast expressing A-beta42, growth rescue, OD600, 48 h; response scale: 0% DMSO, 100% iron-clioquinol control; Potency, µM (titrated, usually from 46.1 µM), without a hit: top-dose growth rescue, most hits filed as activators; 0.063% of 410,000 active; also: potency is read from the fitted curve at half-maximal effect; nearly all actives have a fitted effect of over 55% in size
#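 Growth rescue measured by 600 nm absorbance after 48 h yeast culture at 30 C with compound. Values normalized between DMSO and an equimolar ferric chloride plus clioquinol control.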
# GLP1R inv ag – qHTS of GLP-1 Receptor Inverse Agonists (Inhibition Mode). Glucagon-like peptide 1 receptor (Homo sapiens), P43220. HEK293 GLP-1R CRE-luciferase, luminescence, 24 h; GLP-1R form is constitutively active. Potency, µM (top dose mostly 38.3 µM), inactives show at the top dose activity change, negative = inhibition, most hits filed as inhibitors. 1.6% of 410,000 active; also: potency is read from the fitted curve at half-maximal effect; % is scaled to controls: 0 for no effect and ±100 for the full control effect; nearly all actives have a fitted effect of over 55% in size
#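 Assay principle: reduced luminescence from a cAMP-responsive reporter in HEK293 cells co-expressing a constitutively active GLP-1R. Conditions: 24 hr compound incubation, 37 deg C, 5% CO2.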
# TDP-43 yeast inh – qHTS of TDP-43 Inhibitors; TDP-43 expressing yeast growth rescue, BacTiter-Glo, 24 h; Potency, µM (top dose mostly 46.1 µM), for inactives: at the highest dose growth rescue (activation), most hits filed as activators; 1.8% of 410,000 active; AID 652104, 2013; also: potency is read from the fitted curve at half-maximal effect; % of control where 0% means no effect; nearly all actives have a fitted effect of over 50% in size
#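 Growth rescue of TDP-43-toxic yeast measured as ATP luminescence (BacTiter-Glo). Cells grown to mid-log in raffinose, induced in galactose at OD600=0.02, exposed to compound 24 hr at 30 deg C.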
# GLP-1R agonist – qHTS of GLP-1 Receptor Agonists | Glucagon-like peptide 1 receptor (Homo sapiens), P43220 | HEK293 GLP-1R CRE-luciferase, luminescence, 4-6 h; cells express a hypersensitive GLP-1R form | Potency, µM (highest dose often 45.6 µM), inactives show top-dose activation, usual class: activators | 0.007% of 380,000 active; also: potency is read from the fitted curve at half-maximal effect; % of control where 0% means no effect
# Numbers without * were called inactive; i = inactive; ? = inconclusive; . = not tested or not shown; & = joins results of further samples; [ ] = dose if it differs, or a comment. Unless noted, calls follow the shape of the dose curve; as a rule, active = well fitted curve in the direction sought with a large enough effect; inconclusive = small, poorly fitted or top-dose-only effect, or another doubt; inactive = no such curve, though single readings can be large; an effect the other way counts as inactive or inconclusive. Some of the compounds tested; count on the stated rates, not on these rows.
Molecule	aSyn rescue	pAkt inh	DRD3 antagonist	FUS suppressor	PTHR1 agonist	Abeta rescue	GLP1R inv ag	TDP-43 yeast inh	GLP-1R agonist
CCCCN(C(=O)c1ccc2c(c1)S(=O)(=O)N=C1CCCCCN12)c1c(N)n(CC(C)C)c(=O)[nH]c1=O	-1%	i	4	-8%	i	15%	11%	6%	0%
COc1ccc(S(=O)(=O)N2CCC(C(=O)N3CCN(C)CC3)CC2)cc1OC	7%	i	-18	3%	i	-14%	8%	2%	0%
C=CCNC(=O)c1cc(-c2ccccc2O)on1	8%	i	?	-19%	i	-11%	4%	27%	-6%
C[C@H](CO)N1C[C@H](C)[C@@H](CN(C)S(=O)(=O)c2cn(C)cn2)Oc2ccc(NC(=O)C3CC3)cc2C1=O	2%	i	24	-16%	-3%	13%	9%	20%	3%
Cn1cccc1Cc1nnc(SCC(=O)Nc2ccc3c(c2)OCCO3)n1CCc1ccccc1	2%	i	4	25%	-44%[inhibitor]	25%	-10%	0%	0%
CCOC(=O)C1CCN(C(=O)C2CCN(C3=NS(=O)(=O)C(c4ccc(C)cc4)=C3CC)CC2)CC1	.	.	.	30%	-73%[inhibitor]	-10%	3%	13%	.
COc1ccccc1NS(=O)(=O)c1cccc(C(=O)N/N=C2\CC(=O)CC(C)(C)C2)c1	0%	i	-16	.	-9%	17%	2%	13%	-1%
Cn1c(=O)c2cc(S(=O)(=O)NC(Cc3ccccc3)C(=O)NCc3ccco3)ccc2n(C)c1=O (stereo unspecified)	0%	i	10	3%	i	3%	17%	0%	2%
CCOc1ccc(-c2noc(-c3csc([C@@H]4C[C@H](O)[C@@H](CO)O4)n3)n2)cc1	4%	i	4	-7%	-19%	-8%	-26%	9%	1%
CCNc1nc(NCC)n2c(SCC(=O)Nc3cccc(Cl)c3)nnc2n1	-2%	i	0	36%	i	-7%	-25%	-3%	4%
Cc1cc(C)c2c(N)c(C(=O)N/N=C/c3cccs3)sc2n1	-1%	i	3	13%	i	-6%	30%	-24%	15%
COc1cccc(S(=O)(=O)Nc2ccc3c(c2)OCCO3)c1	13%	i	2	14%	-22%	4%	-24%	27%	0%
COc1ccc(NS(=O)(=O)c2cccc(C(=O)OCC(=O)N3CCN(c4ccc(OC)cc4)CC3)c2)cc1	8%	i	23	13%	-46%[inhibitor]	5%	-26%	1%	-5%
O=C(Nc1ccc2cn[nH]c2c1)c1c(Cl)cccc1Cl	-11%	i	-8	-7%	-9%	7%	-7%	10%	4%
CCN(CC(=O)Nc1ccc(OC)cc1)C(=O)c1ccc2ccccc2c1	10%	i	5	13%	10%	28%	?	28%	1%
COCCNC(=O)C(c1ccc(O)cc1)N(Cc1ccco1)C(=O)CCC(=O)Nc1ccccn1 (stereo unspecified)	-4%	i	8	8%	i	-7%	12%	-19%	9%
CCN1CCN(c2ccc(S(=O)(=O)N3CCOCC3)cc2NC(=O)C2CCC(C(C)(C)C)CC2)CC1 (stereo unspecified)	13%	i	9	34%	i	8%	?	12%	11%
CCCn1cc(S(=O)(=O)c2ccccc2)c(=O)c2cc(F)c(N3CCCCC3)cc21	.	.	.	-23%	-10%	26%	8%	?	.
CCc1ccc(NC(=O)CSCCN2C(=O)c3ccccc3C2=O)cc1	0%	i	7	10%	-23%	4%	-18%	?	12%
Cn1cnc([N+](=O)[O-])c1Oc1ccccc1	-8%	i	19	.	-27%	-6%	?	-11%	0%
Cc1cc(Br)ccc1NC(=O)CN(C)C(=O)C1CCN(C(=O)c2ccc(F)cc2)CC1	2%	i	23	11%	i	6%	1%	14%	-9%
CCOc1ccc(NC(=S)N2CCC(NC(=O)c3ccccc3C)CC2)cc1	4%	i	3	13%	-6%	-2%	6%	-13%	12%
O=C1c2nc3cc(-c4ccccc4)[nH]n3c(=O)c2CN1Cc1ccccc1	1%	i	23	4%	i	3%	4%	15%	-6%
CCCOc1ccc(N/C=C/C(=O)c2cc(OC)c(OC)c(OC)c2)cc1	?	i	20	32%	-34%[inhibitor]	11%	-8%	25%	15%

# A portion from further up:
Molecule	aSyn rescue	pAkt inh	DRD3 antagonist	FUS suppressor	PTHR1 agonist	Abeta rescue	GLP1R inv ag	TDP-43 yeast inh	GLP-1R agonist
COc1ccc(NS(=O)(=O)c2cccc(C(=O)OCC(=O)N3CCN(c4ccc(OC)cc4)CC3)c2)cc1	8%	i	23	13%	-46%[inhibitor]	5%	-26%	1%	-5%
O=C(Nc1ccc2cn[nH]c2c1)c1c(Cl)cccc1Cl	-11%	i	-8	-7%	-9%	7%	-7%	10%	4%
CCN(CC(=O)Nc1ccc(OC)cc1)C(=O)c1ccc2ccccc2c1	10%	i	5	13%	10%	28%	?	28%	1%
COCCNC(=O)C(c1ccc(O)cc1)N(Cc1ccco1)C(=O)CCC(=O)Nc1ccccn1 (stereo unspecified)	-4%	i	8	8%	i	-7%	12%	-19%	9%
CCN1CCN(c2ccc(S(=O)(=O)N3CCOCC3)cc2NC(=O)C2CCC(C(C)(C)C)CC2)CC1 (stereo unspecified)	13%	i	9	34%	i	8%	?	12%	11%
CCCn1cc(S(=O)(=O)c2ccccc2)c(=O)c2cc(F)c(N3CCCCC3)cc21	.	.	.	-23%	-10%	26%	8%	?	.
CCc1ccc(NC(=O)CSCCN2C(=O)c3ccccc3C2=O)cc1	0%	i	7	10%	-23%	4%	-18%	?	12%
Cn1cnc([N+](=O)[O-])c1Oc1ccccc1	-8%	i	19	.	-27%	-6%	?	-11%	0%
Cc1cc(Br)ccc1NC(=O)CN(C)C(=O)C1CCN(C(=O)c2ccc(F)cc2)CC1	2%	i	23	11%	i	6%	1%	14%	-9%

# Next part.
Molecule	aSyn rescue	pAkt inh	DRD3 antagonist	FUS suppressor	PTHR1 agonist	Abeta rescue	GLP1R inv ag	TDP-43 yeast inh	GLP-1R agonist
CCC1Oc2ccccc2N(CC(=O)NCCc2ccc(OC)c(OC)c2)C1=O (stereo unspecified)	8%	i	0	1%&-6%	-4%	2%&13%	3%&1%	9%&10%	2%
Cc1nc2ccccc2c(=O)n1NC(=O)/C=C/c1ccc(Br)cc1	-7%	i	16	0%	i	5%	-6%	-13%	9%
O=C(OCCOCCN=C1NS(=O)(=O)c2ccccc21)C1CC(=O)N(c2ccccc2)C1 (stereo unspecified)	2%	i	-28	3%	-12%[57.5 µM]	9%	5%	-8%	-15%
CCC1(CC)C(=O)N(c2ccccc2)C(=N)N(c2ccccc2)C1=O	-9%	i	-18	-5%	i	-16%	-9%	-16%	3%
COC(=O)COc1ccc(C(c2c(C)[nH][nH]c2=O)c2c(C)[nH][nH]c2=O)cc1	1%	i	-4	16%	i	5%	15%	-13%	-3%
Nc1nnc(SCC(=O)Nc2cccc(S(=O)(=O)N3CCOCC3)c2)s1	12%	i	16	23%	i	-6%	7%	19%	0%
O=C(Nc1cscc1S(=O)(=O)c1ccc(Cl)cc1)c1ccccc1Cl	-1%	i	-10	29%	-34%[inhibitor]	-25%	?	5%	-2%
O=C(NC(Cc1ccccc1)c1ccc2c(c1)OCCCO2)c1ccccc1F (stereo unspecified)	-14%	i	4	11%	-23%	-20%	?	-12%	5%
CCCCOc1ccccc1P(=O)(O)CP(=O)(c1ccccc1)c1ccccc1	5%	i	-19	-2%	i	15%	-28%	9%	1%
CN(CCNC(=O)CCNC(=O)Cn1ccc2ccccc2c1=O)Cc1ccccc1	-1%	i	-1	4%	i	10%	-25%	13%	-8%
CC(=O)C1=C(O)C(=O)N(CC#N)C1c1cccs1 (stereo unspecified)	-1%	i	-16	27%	i	-10%	13%	-2%	7%
CCCCN(C(=O)c1c(CC)noc1C)c1c(N)n(CCC)c(=O)[nH]c1=O	3%	i	8	-8%	-17%	-7%	-2%	3%	4%
CCCn1cc(S(=O)(=O)CC(=O)N2CCc3ccccc32)c2ccccc21	-10%	i	39	5%	i	0%	-9%	9%	0%
C/C=C/c1ccc(OCC(=O)N(CCOC)c2c(N)n(CCCC)c(=O)[nH]c2=O)c(OC)c1	7%	i	3	11%	-2%	14%	-3%	1%	-7%
O=C(c1cnn(C(=O)c2ccccc2)c1)c1ccccc1O	3%	i	10	-10%	i	-7%	3%	17%	-11%
O=C(NCc1ccccc1F)C(=O)NCC1CCCN1S(=O)(=O)c1cccs1 (stereo unspecified)	0%	i	3	26%	-27%	4%	17%	7%	-4%
CCc1nnc(NC(=O)C(CC)c2ccccc2)s1 (stereo unspecified)	1%	i	-8	.	i	-12%	-10%	12%	-4%
Cc1ccc(C(=O)CC2SC(N)=NC2=O)cc1 (stereo unspecified)	0%	i	20	-9%	i	2%	2%	-2%	-4%
Cc1cccc(-n2ncc(C(=O)NCc3ccccn3)c2C2CCN(C(=O)OC(C)(C)C)CC2)c1	.	.	.	32%	i	20%	-16%	?	.
C[C@@H]1CN([C@H](C)CO)C(=O)c2cc(-c3ccc(C(=O)N(C)C)cc3)cnc2O[C@@H]1CN(C)C(=O)c1cccnc1	3%	i	1	4%	-16%	-7%	-4%	14%	-5%
